D1 potentiator = Potentiators of Human D1 Dopamine Receptor: qHTS; AID 504651, 2011; potentiation, % at 10 µM; actives 0.036% (n = 360,000); HEK293 TREx D1 cells, calcium flux, dopamine EC20 potentiation; in the data active = potentiation above about 30%; note: 0% is about no effect
D1 agonist = Allosteric Agonists of the Human D1 Dopamine Receptor: qHTS; AID 504660, 2011; HEK293 T-REx D1 cells, calcium flux, agonist mode; D(1A) dopamine receptor (Homo sapiens), P21728; activation, % at 2 µM; actives 1% (n = 360,000); in the data active = activation above about 30%; note: 0% is about no effect
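Agonism was scored from calcium flux recorded over 180 s (1 read/s) after pintool compound addition, following a 10-cycle baseline. Cells were inducible force-coupled HEK293 TREx D1, plated overnight at 30 C and loaded with no-wash calcium dye.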
Vif-APOBEC3F blk = qHTS for Inhibitors of Vif-A3F Interactions: qHTS | HeLa A3F-eYFP + Vif (tagged APOBEC3F with the HIV-1 protein that degrades it), YFP fluorescence increase | Potency, µM (highest dose often 46.1 µM), for the others: at the top dose activity, negative = active | actives 0.2% (n = 390,000) | AID 602313, 2012; note: potency is the fitted concentration of half-maximal effect; % of control where 0% means no effect; nearly all actives have a fitted effect of over 65% in size
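HeLa cells stably expressing A3F-eYFP plus Vif, plated and incubated overnight at 37 deg C, then exposed to compounds overnight at 37 deg C. Blocked degradation read as raised yellow fluorescence (Ex 488/Em 500-530).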
D2 potentiator = HTS Assay for Positive Allosteric Modulators of the Human D2 Dopamine Receptor: Primary Screen for Potentiators | actives 0.34% (n = 340,000) | AID 485347, 2010 | potentiation, % at 10 µM | HEK293 T-REx D2, calcium flux, EC20 dopamine potentiation | D(2) dopamine receptor (Homo sapiens), P14416;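 active = potentiation over 3 SD above the plate norm, cut at about 30% in these data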; note: 0% is about no effect
Target sequence (P14416 whole entry, looked up): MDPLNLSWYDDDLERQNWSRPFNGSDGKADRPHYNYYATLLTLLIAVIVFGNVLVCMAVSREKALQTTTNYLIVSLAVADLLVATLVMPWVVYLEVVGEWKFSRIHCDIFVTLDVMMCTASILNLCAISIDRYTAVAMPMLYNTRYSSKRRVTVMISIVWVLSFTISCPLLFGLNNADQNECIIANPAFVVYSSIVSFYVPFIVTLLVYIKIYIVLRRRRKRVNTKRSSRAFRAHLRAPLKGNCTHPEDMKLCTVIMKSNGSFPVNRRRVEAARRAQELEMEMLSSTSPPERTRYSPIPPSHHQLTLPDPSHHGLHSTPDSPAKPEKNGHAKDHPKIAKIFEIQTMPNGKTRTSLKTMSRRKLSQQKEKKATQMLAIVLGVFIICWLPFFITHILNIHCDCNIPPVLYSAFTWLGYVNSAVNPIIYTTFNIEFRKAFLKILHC
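Tetracycline-induced Hek293 Trex D2 cells, force-coupled to calcium, loaded with no-wash calcium dye. Compound added with 180 s kinetic read for agonism, then EC20 dopamine and a further 180 s read for potentiation.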
Vif-APOBEC3G blk = qHTS for Inhibitors of Vif-A3G Interactions: qHTS; DNA dC->dU-editing enzyme APOBEC-3G (Homo sapiens), Q9HC16; HeLa A3G-eYFP + Vif (tagged APOBEC3G with the HIV-1 protein that degrades it), YFP fluorescence, overnight; Potency, µM (top dose mostly 46.1 µM), without a hit: top-dose activity, negative = active, actives largely listed as inhibitors; actives 0.076% (n = 410,000); AID 602310, 2012;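 note: potency is the fitted concentration of half-maximal effect; % is set by controls: 0 for no effect and ±100 for the full control effect; nearly all actives have a fitted effect of over 60% in size; hits raise eYFP signal because A3G escapes Vif-driven loss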
Target sequence (Q9HC16 whole entry, looked up): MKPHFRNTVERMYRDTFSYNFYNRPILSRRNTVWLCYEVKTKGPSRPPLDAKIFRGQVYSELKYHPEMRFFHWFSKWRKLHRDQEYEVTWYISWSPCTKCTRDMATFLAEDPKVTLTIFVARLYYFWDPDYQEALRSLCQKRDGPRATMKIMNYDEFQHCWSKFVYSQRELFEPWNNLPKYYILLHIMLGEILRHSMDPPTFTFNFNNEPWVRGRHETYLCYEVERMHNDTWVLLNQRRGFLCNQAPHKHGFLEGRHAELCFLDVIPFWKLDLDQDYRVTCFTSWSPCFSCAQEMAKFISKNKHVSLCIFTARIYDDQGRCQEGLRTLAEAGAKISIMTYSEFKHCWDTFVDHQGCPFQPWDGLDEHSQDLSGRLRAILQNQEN
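Read-out is eYFP fluorescence (Ex 488/Em 500-530) from Vif-expressing HeLa A3G-eYFP cells; more signal means A3G escaped Vif-mediated degradation. Cells plated overnight, compound pinned in, incubated overnight at 37 deg C.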
D1 antagonist = Antagonist of Human D 1 Dopamine Receptor: qHTS; D(1A) dopamine receptor (Homo sapiens), P21728; HEK293 TREx D1 cells, calcium flux, dopamine EC80; stronger effect = lower value; activity change, negative = inhibition, % at 10 µM; actives 3.2% (n = 360,000); in the data active = activity change below about -30%; note: % is set by controls: 0 for no effect and ±100 for the full control effect
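HEK293 T-REx cells expressing inducible, force-coupled D1 receptor; no-wash Ca dye, 30–90 min RT. Cmpd → 180 s read at 1 Hz → EC80 DA → 180 s read.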
RXFP1 agonist = qHTS Assay for Agonists of the Relaxin Receptor RXFP1. Relaxin receptor 1 (Homo sapiens), Q9HBX9. HEK293T-RXFP1 cAMP TR-FRET, 30 min; response scale: percent of porcine relaxin response, buffer zero. Potency, µM (series often up to 57.5 µM), inactives show at the highest dose activation, hits mostly activators. actives 0.3% (n = 370,000). AID 2676, 2010; note: potency is the fitted concentration of half-maximal effect; % is set by controls: 0 for no effect and ±100 for the full control effect; nearly all actives have a fitted effect of over 60% in size; many of its hits are not listed in these tables
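cAMP rise read by TR-FRET after 30 min, 37C compound exposure (up to 58 uM) in RXFP1-transfected HEK293 cells with Ro 20174 present. EC50 from Hill-equation fits, with 29 nM porcine relaxin as 100% and buffer as basal.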
Glioma ERSR ind = qHTS for Inducers of the Endoplasmic Reticulum Stress Response (ERSR) in Human Glioma: qHTS; U87-MG GRP78 promoter luciferase reporter, 16 h; Potency, µM, without a hit: at the highest dose activation, hits mostly activators; actives 0.02% (n = 420,000); note: potency is the fitted concentration of half-maximal effect; series mostly up to about 76 µM; % of control where 0% means no effect; nearly all actives have a fitted effect of over 35% in size
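Stably transfected U87-MG human glioma cells carrying a GRP78-based luminescent sensor were seeded at 1000 cells/well, pin-dosed with compounds and incubated 16 h. Luciferase reagent was then added, and end-point luminescence was read after 10 min at room temperature.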
LDHA block = qHTS assay for inhibitors of human lactate dehydrogenase. purified LDHA, NADH/diaphorase-resazurin fluorescence; stronger effect = lower value. activity change, % (values are at about 110 or 230 µM). actives 0.15% (n = 480,000); in the data active = activity change below about -30%; inconclusive = mostly about -25% to -30%;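 note: plate controls were DMSO wells for no effect and wells without enzyme for full effect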
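Remaining NADH was detected by diaphorase (0.133 mg/mL) converting 37 µM resazurin to fluorescent resorufin, read at 0 and 20 minutes. The preceding 5-minute room-temperature reaction used 2 nM LDHA, 0.2 mM sodium pyruvate and 0.06 mM NADH at pH 7.4.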
An asterisk follows results filed as active; ? = inconclusive; . = not tested or not shown; & = joins results of further samples. Unless noted, calls come from the whole dose curve; as a rule, active = well fitted curve in the direction sought with a large enough effect; inconclusive = small, poorly fitted or top-dose-only effect, or another doubt; inactive = no such curve, though single readings can be large; an effect the other way counts as inactive or inconclusive. These rows are one share of the data; rates above refer to the full screens.

SMILES	D1 potentiator	D1 agonist	Vif-APOBEC3F blk	D2 potentiator	Vif-APOBEC3G blk	D1 antagonist	RXFP1 agonist	Glioma ERSR ind	LDHA block
COc1ccc2oc(C(=O)OCC(=O)N3CC(C)CC(C)C3)c(C)c2c1 (centres undefined)	1	1	1%	4	-3%	2	-0.6%	-4%	-5
CC(=O)N1CCOc2ccc(S(=O)(=O)NCC3CCC(C(=O)Nc4ccc(C)cn4)CC3)cc21 (centres undefined)	-8	3	-12%	-9	3%	-2	0.0%	-4%	-3
O=C(NCc1ccccc1)c1ccc2nc(CCc3ccccc3)oc2c1	-5	6	-4%	6	2%	-22	1.8%	0%	-10
COc1ccc(S(=O)(=O)Oc2ccccc2C(N)=O)cc1	5	3	-14%	-17	-7%	-6	0.3%	-1%	-5
CCCCN1CC[C@H]2C=CC[C@@H](C(=O)Nc3ccc(Cl)c(C(F)(F)F)c3)[C@H]2C1=O	.	.	3%	.	2%&-4%	.	.	-3%&-2%	1
Cc1ccc(C(=O)Nc2ncc3c(n2)CC(c2ccco2)CC3=O)cc1 (centres undefined)	6	1	0%	9	-5%	-6	10%	4%	12
CCn1cc([N+](=O)[O-])c(C(=O)Nc2nc(-c3ccc(C)cc3)c(C)s2)n1	-10	-3	-1%	4	?	0	-0.4%	-8%	-8
CCc1cccc(CC)c1NC(=O)CO/N=C(\C)c1cccs1	-7	30	-15%	-1	-9%	-7	-4.0%	0%	0
CCn1c(=O)cc(NC2=NCC(C)CN2c2cccc(Cl)c2)n(C)c1=O (centres undefined)	-5	2	3%	-2	2%	5	2.2%	-3%	2
O=C(NCc1ccco1)/C(=C\c1ccco1)NC(=O)c1cccs1	3	0	-7%	3	3%	-3	0.9%	-2%	-3
CC(C)Cn1cc(C(=O)NCC2CCCO2)c2c3ccccc3n(C)c2c1=O (centres undefined)	3	0	-2%	5	1%	-11	0.6%	-1%	25
CSc1cc(C)c(OCC(=O)Nc2ccc(NC(C)=O)cc2)c(C)c1	-6	1	-6%	-4	-2%	-4	4.0%	4%	-2
O=C1c2ccccc2C(=O)N1CCc1nc(-c2cccnc2)no1	-2	4	-2%	-4	2%	-2	2.0%	1%	1
CC1CCCCN1c1nc2nonc2nc1N1CCCCC1C (centres undefined)	5	2	-3%	-13	-8%	2	-0.8%	-6%	0
COc1nc(C#N)c(N2CCOCC2)o1	-2	2	-6%	-3	4%	24	1.0%	-1%	-11
CN(C)C(=O)CSCc1c(Cl)cccc1Cl	0	3	6%	12	1%	4	1.5%	-4%	-16
O=C(O)C1(c2ccccc2)CCN(S(=O)(=O)c2ccccc2)CC1	-3	5	-15%	16	0%	1	4.2%	0%	-5
Cc1oc2cc(O)cc(O)c2c(=O)c1-c1ccc2c(c1)OCCCO2	5	3	-7%	-7	-2%	5	-4.0%	3%	8
Cn1cc(CNC(=O)c2sc3cccc(Cl)c3c2Cl)cn1	-7	1	-4%	4	-2%	-12	2.0%	-2%	-6
CCOC(=O)c1c(NC(=S)Nc2ccccc2)sc2c1CCN(CC)C2	-2	22	-10%	-14	-29%	-9	3.3%	-3%	9
CCC(=O)N1CCc2cc(Br)cc(S(=O)(=O)Nc3ccccc3C(=O)OC)c21	1	4	-1%	0	-3%	-6	3.6%	-1%	4
CCN(CC)C(=O)[C@H]1C[C@H](CC(=O)NC(C)(C)C)C(=O)N2CCc3c([nH]c4cc(-c5ccco5)ccc34)[C@]12C	.	.	-1%	.	5%	.	.	-4%	-3
COc1ccc(C2(CNC(=O)c3ccc(Br)o3)CCOCC2)cc1	3	1	-4%	-13	2%	-14	0.8%	-2%	-5
Cc1cc(C(=O)Nc2cccc3c2O[C@H](CN(C)CC2CC2)[C@@H](C)CN([C@H](C)CO)C3=O)n(C)n1	.	.	-3%	.	-1%	.	.	-4%	1
CCN(CCn1cccn1)C(=O)CC1C(=O)NCCN1Cc1ccc(OC)c(OC)c1 (centres undefined)	-2	2	-13%	4	1%	-16	3.8%	-3%	1

Continued.
SMILES	D1 potentiator	D1 agonist	Vif-APOBEC3F blk	D2 potentiator	Vif-APOBEC3G blk	D1 antagonist	RXFP1 agonist	Glioma ERSR ind	LDHA block
COc1cccc2c1Oc1cc([N+](=O)[O-])cc(N(C)C(C)=O)c1C=C2	-1	3	-1%	13	-1%	-23	-1.3%	2%	6
CCC(=O)N1CCN(c2ccc(NC(=O)c3cc4ccccc4o3)cc2Cl)CC1	-6	4	0%	-4	-12%	-23	3.6%	-12%	-8
COCCCNC(=O)CC1C[C@H](C(=O)N2CCCCC2)[C@@]2(C)c3[nH]c4ccccc4c3CCN2C1=O (some centres undefined)	.	.	-1%	.	-1%	.	.	0%	3
C/C(=N\NC(=O)C1(C)NC(C)(C)Cc2ccccc21)c1ccccc1 (centres undefined)	5	2	10%	0	-1%	-4	-0.7%	-2%	-4
CCC1CCCCN1C(=O)c1ccc(OC2CCN(Cc3ccccn3)CC2)cc1 (centres undefined)	-2	3	5%	6	-2%	-25	-0.7%	-2%	-7
C/C(=N\Nc1ccc(Cl)cc1)c1c(O)cc(C)oc1=O	0	1	-12%	10	-16%	7	4.1%	3%	8
CC(=O)Cc1cc(=O)c2c(C)cc(O)c(C3OC(CO)C(O)C(O)C3O)c2o1 (centres undefined)	10	1	5%	.	2%	-2	0.0%	-2%	6
Cc1ccc(C(=O)Nc2nccc(-c3cccs3)n2)cc1	17	0	0%	-15	0%	-6	0.2%	2%	1
COc1cc(Cl)c(S(=O)(=O)N2CCN(c3c(C)cccc3C)CC2)cc1Cl	-6	1	-3%	-6	-1%	5	-0.5%	-5%	0
Cc1ccc(CNS(=O)(=O)c2cn(C)cn2)cc1	-8	0	-5%	-2	-3%	-5	0.3%	-3%	-5
CC(=O)N(\C=C/C=C/C=C1\Sc2ccccc2C1=O)c1ccccc1	5	19	?	.	?	1	0.1%	9%	6
NC(=O)N/N=C/c1cccc(C(F)(F)F)c1	0	2	-4%	6	1%	-13	-0.5%	0%	-2
CC(C)(C)CC(C)(C)NC(=O)/C=C/C(=O)O	2	1	11%	7	3%	-10	5.8%	-1%	-1
O=C(CCc1ccccc1)NC(=S)Nc1cccc(C(=O)O)c1	-1	6	-1%	-1	-9%	25	-0.7%	-6%	-14
COc1ccccc1-c1coc2c(CN(C)C)c(O)ccc2c1=O	-3	1	0%	0	0%	9	9.6%	-2%	-1
CN(C(=O)Cn1cc(S(=O)(=O)N2CCN(c3ccccc3F)CC2)c2ccccc2c1=O)c1ccc(Cl)cc1	-4	4	-2%	-5	0%	-24	2.6%	-1%	-3
Cc1ccc(NC(=O)Cc2ccccc2F)cc1S(=O)(=O)N1CCCCCC1	6	6	0%	7	9%	8	-0.3%	-3%	0
CC(C)Oc1ccc(C(=O)NC2(C(F)(F)F)N=C3SCCN3C2=O)cc1 (centres undefined)	-2	1	-5%	-5	-1%	.	-0.8%	-4%	-3
CCOc1cc2[nH]c(=S)n(C(C)C)c(=O)c2cc1OCC	-5	1	1%	2	0%	5	-0.3%	-9%	-2
Cc1cccc(C)c1NC(=O)c1nc(S(C)(=O)=O)ncc1N(Cc1ccc(F)cc1)Cc1ccco1	2	29	-15%	1	3%	-4	0.4%	-4%	-4
O=C(NC1CCCCC1)c1ccc2[nH]c(=O)c(=O)[nH]c2c1	-1	1	4%	-2	1%	-21	0.6%	-2%	-6
CCOC(=O)CCSCC(=O)Nc1cc(C)on1	-10	14	-4%	-4	1%	-22	0.3%	-2%	-14
COc1ccc(C(=O)NCC(c2ccco2)N2CCc3ccccc32)c(OC)c1 (centres undefined)	-5	1	-6%	-2	2%	1	0.4%	-8%	-1
COc1ccc(NC(=O)CN2CCN(S(=O)(=O)c3cccs3)CC2)cc1Cl	-6	4	1%	-11	2%	2	-0.3%	-2%	3
CCCC(=O)N1CCc2cc(OC)c(OC)cc2C1COc1ccc(C(=O)OC)cc1 (centres undefined)	-2	-5	6%	14	-4%	-21	0.5%	-3%	3

Results in Vif-APOBEC3F blk, for some of the entries so far:
structure | Vif-APOBEC3F blk
COc1cc(Cl)c(S(=O)(=O)N2CCN(c3c(C)cccc3C)CC2)cc1Cl | -3%
Cc1ccc(CNS(=O)(=O)c2cn(C)cn2)cc1 | -5%
CC(=O)N(\C=C/C=C/C=C1\Sc2ccccc2C1=O)c1ccccc1 | ?

The list continues.
SMILES	D1 potentiator	D1 agonist	Vif-APOBEC3F blk	D2 potentiator	Vif-APOBEC3G blk	D1 antagonist	RXFP1 agonist	Glioma ERSR ind	LDHA block
CNc1nc(-c2ccc(OC)cc2)c(-c2ccc(OC)cc2)s1	-8	3	-21%	.	4%	-14	1.3%	-2%	-4
CC1CCC(NC(=O)COC(=O)c2ccco2)CC1 (centres undefined)	-1	1	-23%	7	-2%	3	-0.3%	4%	-3
COc1ccc(C(=O)[C@H]2[C@H]3C(=O)N(c4ccc(OC(C)=O)cc4)C(=O)[C@H]3C3C=CC=NN32)cc1 (some centres undefined)	-1	0	-12%	-1	-4%	-8	5.3%	-2%	-4
O=C(CSc1nnc(Cc2cccs2)n1-c1ccccc1)NCc1ccc2c(c1)OCO2	-3	0	.	3	1%	4	0.2%	-6%	3
COc1ccccc1N1CCN(CC(O)c2c(C)[nH]c3ccccc23)CC1 (centres undefined)	-3	4	-4%	-13	-12%	-7	2.0%	-9%	-1
Cc1c(C(=O)Cc2ccccc2)n(C)c2ccccc12	5	4	6%	-4	-5%	9	1.3%	-1%	-7
